TRPC6 activator – activates the mouse TRPC6 cation channel. HEK293-TRPC6 membrane potential dye fluorescence; stronger effect = higher value. B-score at 10 µM. 310,000 tested, 0.13% active. AID 2550;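 active = B-score of the integrated fluorescence ratio above library mean plus 3 SD, and starting fluorescence ratio within library mean plus 5 SD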;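 note: higher score means more depolarization so channel activation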
Target sequence (Q61143 whole entry, looked up): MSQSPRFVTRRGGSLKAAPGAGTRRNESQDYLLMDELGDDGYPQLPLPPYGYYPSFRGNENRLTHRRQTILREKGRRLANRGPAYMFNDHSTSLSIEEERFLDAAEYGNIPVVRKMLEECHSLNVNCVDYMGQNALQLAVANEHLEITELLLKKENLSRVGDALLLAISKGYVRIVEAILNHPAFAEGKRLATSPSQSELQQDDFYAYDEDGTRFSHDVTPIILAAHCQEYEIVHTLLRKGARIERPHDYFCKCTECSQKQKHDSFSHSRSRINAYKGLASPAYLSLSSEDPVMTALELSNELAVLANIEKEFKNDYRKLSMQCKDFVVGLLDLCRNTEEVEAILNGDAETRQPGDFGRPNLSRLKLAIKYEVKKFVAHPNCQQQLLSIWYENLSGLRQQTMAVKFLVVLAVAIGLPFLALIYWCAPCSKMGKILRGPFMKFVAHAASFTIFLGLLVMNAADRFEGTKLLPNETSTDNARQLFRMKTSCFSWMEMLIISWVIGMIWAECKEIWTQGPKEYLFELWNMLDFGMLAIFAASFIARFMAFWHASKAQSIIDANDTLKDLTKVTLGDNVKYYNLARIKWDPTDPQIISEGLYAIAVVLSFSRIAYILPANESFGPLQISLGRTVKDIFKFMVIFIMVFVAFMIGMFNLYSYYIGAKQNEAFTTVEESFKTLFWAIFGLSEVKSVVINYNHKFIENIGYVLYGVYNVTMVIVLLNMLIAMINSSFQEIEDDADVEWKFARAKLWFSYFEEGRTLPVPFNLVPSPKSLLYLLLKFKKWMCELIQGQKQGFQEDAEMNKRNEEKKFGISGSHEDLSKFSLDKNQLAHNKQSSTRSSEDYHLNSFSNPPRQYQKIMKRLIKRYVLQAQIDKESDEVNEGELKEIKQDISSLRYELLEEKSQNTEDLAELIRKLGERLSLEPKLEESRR
MrgX1 PAM – human MrgX1 positive allosteric modulation, primary screen. Q96LB2. MrgX1-HEK293, Fluo-4 calcium flux, FDSS; stronger effect = higher value. B-score at 10 µM. 310,000 tested, 0.63% active;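 active = plate-corrected calcium response at least 3 library SD above typical, normal starting fluorescence, not activating the receptor alone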;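 note: compound read alongside a low EC10 to EC30 dose of BAM8-22 agonist; peak minus trough fluorescence over baseline measured at the second addition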
TRPC4 block – inhibitors of mouse TRPC4 channel; Q9QUQ5; HEK293 TRPC4beta/mu-opioid, DAMGO-evoked Fluo4 calcium flux; stronger effect = lower value; B-score at 10 µM; 300,000 tested, 0.39% active;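 active = B-score over 3 SD under the library average, no early fluorescence shift, positive overall ratio signal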
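test system = HEK293 cells with stable TRPC4beta plus mu-opioid receptor expression | detection = Fluo4 Ca2+ flux fluorescence | read-out = integrated fluorescence ratio relative to baseline, converted to per-well B score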
MrgX1 ag – human MrgX1 receptor agonism, primary screen. Q96LB2. MrgX1-HEK293 cells, Fluo-4 calcium fluorescence, agonist mode; stronger effect = higher value. B-score at 10 µM. 310,000 tested, 0.44% active. AID 588627;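 active = calcium response B-score plate-corrected fluorescence ratio at least 3 library SD, with starting fluorescence B-score inside 5 SD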
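Material: MrgX1-expressing HEK293 cells; input: 15,000 cells per well; doses: test compound given as first of three sequential additions; schedule: overnight plating before 1 h dye loading; technique: Fluo-4 NW calcium-flux fluorescence, kinetic read; evaluation: baseline-normalised fluorescence change ratio, B-scored; control set: plate-wise positive and negative controls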
HIF activator – HIF pathway transcriptional activation; activation, % at 7.5 µM (by protocol); U2OS HRE-luciferase reporter, luminescence; normalized: DMSO 0%, desferrioxamine 100%; 300,000 tested, 0.32% active;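 active = mean activation of at least 10% of the iron chelator positive control signal, with at least half of replicates also reaching 10%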
PolyA inh – yeast polyadenylation inhibition; S. cerevisiae SKY197-pL101 polyadenylation reporter, beta-gal luminescence; efflux-impaired pdr1/pdr3 knockout yeast; score 100 = 6 SD above DMSO; calls only at 12 µM; 300,000 tested, 0.02% active; AID 1875;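 active = lowest replicate activity score at least 50, where 100 means six control SD above control mean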;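 note: yeast exposed to compound for 9 h at 30 °C; higher score means more reporter readthrough which indicates perturbed polyadenylation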
TRPC4 act – opens the mouse TRPC4 cation channel. B-score at 10 µM. 310,000 tested, 0.49% active. HEK293 TRPC4beta/mu-opioid, Fluo4 calcium fluorescence; stronger effect = higher value;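 active = B-score above 5 SD of library B-scores, and initial fluorescence ratio not above library mean plus 5 SD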;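 note: positive B-score marks a calcium rise read as TRPC4 activation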
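system = HEK293 cells stably co-expressing mouse TRPC4beta and mu-opioid receptor | schedule = Fluo4 dye loading 45 min at room temperature, 110 s recording | measure = B-scored integrated calcium fluorescence ratio | signal = Fluo4 calcium-sensitive dye fluorescence, kinetic, 1 Hz baseline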
AI-2 QS modul – modulators of Vibrio harveyi AI-2 quorum sensing system | activity change, % at 7.5 µM | 300,000 tested, 0.4% active | Vibrio harveyi JMH597 AI-2 luminescence/OD600 ratio, 9 h; stronger effect = lower value; strain lacks LuxN and CqsS sensors; 0 = neutral-control median; in the data active = activity change below about -75%, passing the limit was not always enough;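 note: luminescence divided by OD600 gain over 9 h not by final OD600 alone; inactives centre near 13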
TRPC4 PAM – allosterically enhances the mouse TRPC4 cation channel | Q9QUQ5 | AID 2227 | B-score at 10 µM | HEK293 TRPC4beta/mu-opioid, DAMGO EC20, Fluo-4 Ca2+ flux; stronger effect = higher value | 310,000 tested, 0.42% active;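 active = B-score of calcium response area above 5 SD of library B-scores, with initial fluorescence ratio within 5 SD of library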;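 note: B-score of integrated fluorescence ratio over time as area under calcium response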
MrgX1 antagonist – human MrgX1 receptor antagonism, primary screen; MRGX1-HEK293 calcium flux, Fluo-4, BAM8-22 antagonism; stronger effect = lower value; B-score at 10 µM; 310,000 tested, 1.3% active; AID 588676;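 active = calcium-response B-score plate-corrected more than 3 library SD below zero, starting fluorescence within 5 deviations, no agonist response on first addition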;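 note: peak minus trough fluorescence over baseline after final BAM8-22 challenge near maximal dose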
TRPC6 inh – blocks the mouse TRPC6 cation channel; Q61143; HEK293-TRPC6, membrane potential dye, ACh-evoked depolarization; stronger effect = lower value; B-score at 10 µM; 310,000 tested, 1.1% active;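 active = B-score under library mean minus 3 SD, initial fluorescence not abnormally high, positive integrated signal ratio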;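 note: B-score derived from integrated fluorescence ratio over the kinetic read; more negative B-score means stronger inhibition of depolarization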
Numbers without * were called inactive. A portion of the library; the hit share may differ from the screen's.

`Nc1ncnc2c1nc(SCCO)n2Cc1ccccc1` gave TRPC6 activator inactive, MrgX1 PAM inactive, TRPC4 block inactive, MrgX1 ag inactive, HIF activator 0.1, PolyA inh inactive, TRPC4 act inactive, AI-2 QS modul 19, TRPC4 PAM inactive, MrgX1 antagonist inactive and TRPC6 inh inactive.
Cc1nnc(SCC(=O)N(C)c2ccccc2)n1-n1cccc1 was read as TRPC6 activator inactive, MrgX1 PAM inactive, TRPC4 block inactive, MrgX1 ag inactive, HIF activator -0.2, PolyA inh inactive, TRPC4 act inactive, AI-2 QS modul 24, TRPC4 PAM inactive, MrgX1 antagonist inactive and TRPC6 inh inactive.
`Cc1ccc(NC(=O)CN(C)C(=O)COC(=O)C(C)(C)Oc2ccc(Cl)cc2)cc1` gave TRPC6 activator inactive, MrgX1 PAM inactive, TRPC4 block inactive, MrgX1 ag inactive, HIF activator 0.1, PolyA inh inactive, TRPC4 act inactive, AI-2 QS modul 19, TRPC4 PAM inactive, MrgX1 antagonist inactive and TRPC6 inh inactive.
COc1ccc(C(=O)NC(=S)Nc2ccccc2N2CCOCC2)cc1Br was read as TRPC6 activator inactive, MrgX1 PAM inactive, TRPC4 block inactive, MrgX1 ag inactive, HIF activator -0.7, PolyA inh inactive, TRPC4 act inactive, AI-2 QS modul 26, TRPC4 PAM inactive, MrgX1 antagonist inactive and TRPC6 inh inactive.
`CCC1(c2ccccc2)NC(=O)N(CC(=O)N(C)CC(=O)Nc2cccc(OC)c2)C1=O` (stereo not given) gave TRPC6 activator inactive, MrgX1 PAM inactive, TRPC4 block inactive, MrgX1 ag inactive, HIF activator -0.1, PolyA inh inactive, TRPC4 act inactive, AI-2 QS modul 17, TRPC4 PAM inactive, MrgX1 antagonist inactive and TRPC6 inh inactive.
`CN(Cc1nc(Cc2cccc(C(F)(F)F)c2)no1)C1CC(C)(C)NC(C)(C)C1` gave TRPC6 activator inactive, MrgX1 PAM inactive, TRPC4 block inactive, MrgX1 ag inactive, HIF activator -0.3, PolyA inh inactive, TRPC4 act inactive, AI-2 QS modul 7, TRPC4 PAM inactive, MrgX1 antagonist inactive and TRPC6 inh inactive.
For CCNc1nc(NCC)nc(OCCNS(=O)(=O)c2ccccc2)n1 the results were TRPC6 activator inactive, MrgX1 PAM inactive, TRPC4 block inactive, MrgX1 ag inactive, HIF activator -0.2, PolyA inh inactive, TRPC4 act inactive, AI-2 QS modul 45, TRPC4 PAM inactive, MrgX1 antagonist inactive and TRPC6 inh inactive.
COc1cc(-c2cc(C(=O)NCc3ccco3)c3ccccc3n2)cc(OC)c1OC was read as TRPC6 activator inactive, MrgX1 PAM inactive, TRPC4 block inactive, MrgX1 ag inactive, HIF activator 0.8, PolyA inh inactive, TRPC4 act inactive, AI-2 QS modul 12, TRPC4 PAM inactive, MrgX1 antagonist inactive and TRPC6 inh inactive.
Screening CCN(CC(=O)NCc1cccs1)C(=O)/C=C/c1ccc(OC)c(OC)c1 returned TRPC6 activator inactive, MrgX1 PAM inactive, TRPC4 block inactive, MrgX1 ag inactive, HIF activator -1.3, PolyA inh inactive, TRPC4 act inactive, AI-2 QS modul 12, TRPC4 PAM inactive, MrgX1 antagonist inactive and TRPC6 inh inactive.
`CCN(CC)c1ccc(/C=N/NC(=O)CNC(=O)C2COc3ccccc3O2)c(O)c1` (stereo not given) gave TRPC6 activator inactive, MrgX1 PAM inactive, TRPC4 block inactive, MrgX1 ag inactive, HIF activator 19*, PolyA inh inactive, TRPC4 act inactive, AI-2 QS modul 40, TRPC4 PAM inactive, MrgX1 antagonist inactive and TRPC6 inh inactive.
`CC1CCN(CCC(=O)Nc2ccc3c(c2)OCCO3)CC1` gave TRPC6 activator inactive, MrgX1 PAM inactive, TRPC4 block inactive, MrgX1 ag inactive, HIF activator -0.1, PolyA inh inactive, TRPC4 act inactive, AI-2 QS modul 23, TRPC4 PAM inactive, MrgX1 antagonist inactive and TRPC6 inh inactive.
`CC(C)=CCSc1nnc(CCNC(=O)OC(C)(C)C)o1` gave TRPC6 activator inactive, MrgX1 PAM inactive, TRPC4 block inactive, MrgX1 ag inactive, HIF activator -0.2, PolyA inh inactive, TRPC4 act inactive, AI-2 QS modul -10, TRPC4 PAM inactive, MrgX1 antagonist inactive and TRPC6 inh inactive.
CCOc1cc(/C=N/n2c(C)nc3ccccc3c2=O)ccc1O was read as TRPC6 activator inactive, MrgX1 PAM inactive, TRPC4 block inactive, MrgX1 ag inactive, HIF activator -0.5, PolyA inh inactive, TRPC4 act inactive, AI-2 QS modul 24, TRPC4 PAM inactive, MrgX1 antagonist inactive and TRPC6 inh inactive.
`N#Cc1c(Cn2cncn2)nc(=O)n(-c2ccc(Cl)cc2)c1N` gave TRPC6 activator inactive, MrgX1 PAM inactive, TRPC4 block inactive, MrgX1 ag inactive, HIF activator 0.0, PolyA inh inactive, TRPC4 act inactive, AI-2 QS modul 3, TRPC4 PAM inactive, MrgX1 antagonist inactive and TRPC6 inh inactive.
Screening C1CCC2(CC1)OCC1(CO2)COC2(CCCCC2)OC1 returned TRPC6 activator inactive, MrgX1 PAM inactive, TRPC4 block inactive, MrgX1 ag inactive, HIF activator 0.9, PolyA inh inactive, TRPC4 act inactive, AI-2 QS modul 10, TRPC4 PAM inactive, MrgX1 antagonist inactive and TRPC6 inh inactive.
CCOC(=O)c1c(C)[nH]c(C(=O)OCC(=O)Nc2ccc(OCC)cc2)c1C was read as TRPC6 activator inactive, MrgX1 PAM inactive, TRPC4 block inactive, MrgX1 ag inactive, HIF activator -0.2, PolyA inh inactive, TRPC4 act inactive, AI-2 QS modul 24, TRPC4 PAM inactive, MrgX1 antagonist inactive and TRPC6 inh inactive.
For O=C(CSc1nnc(-c2ccco2)o1)c1ccc([N+](=O)[O-])cc1 the results were TRPC6 activator inactive, MrgX1 PAM inactive, TRPC4 block inactive, MrgX1 ag inactive, HIF activator -0.1, PolyA inh inactive, TRPC4 act inactive, AI-2 QS modul 24, TRPC4 PAM inactive, MrgX1 antagonist inactive and TRPC6 inh inactive.
For CC(=O)NC(Cc1cccc(C)c1)C(=O)NC1CCN(C(=O)NCc2ccccc2)CC1 (stereo not given) the results were TRPC6 activator inactive, TRPC4 block inactive, HIF activator 0.6, PolyA inh inactive, TRPC4 act inactive, AI-2 QS modul 8, TRPC4 PAM inactive and TRPC6 inh inactive.
For COc1cccc(COC(=O)c2ccc3c(=O)n4c(nc3c2)CCC4)c1OC the results were TRPC6 activator inactive, MrgX1 PAM inactive, TRPC4 block inactive, MrgX1 ag inactive, HIF activator -0.2, PolyA inh inactive, TRPC4 act inactive, AI-2 QS modul 8, TRPC4 PAM inactive, MrgX1 antagonist inactive and TRPC6 inh inactive.
For O=C(O)c1ccc(/C=C(\c2nc3ccccc3[nH]2)c2nc3ccccc3s2)cc1 the results were TRPC6 activator inactive, MrgX1 PAM inactive, TRPC4 block inactive, MrgX1 ag inactive, HIF activator 0.4, PolyA inh inactive, TRPC4 act inactive, AI-2 QS modul 26, TRPC4 PAM inactive, MrgX1 antagonist inactive and TRPC6 inh inactive.
Screening Cc1[nH]c(=O)c(C#N)c(C)c1[N+](=O)[O-] returned TRPC6 activator inactive, MrgX1 PAM inactive, TRPC4 block inactive, MrgX1 ag inactive, HIF activator 0.2, PolyA inh inactive, TRPC4 act inactive, AI-2 QS modul 17, TRPC4 PAM inactive, MrgX1 antagonist inactive and TRPC6 inh inactive.
`O=C(Nc1nc2cc3c(cc2s1)OCO3)C1CC1` gave TRPC6 activator inactive, MrgX1 PAM inactive, TRPC4 block inactive, MrgX1 ag inactive, HIF activator -3.9, PolyA inh inactive, TRPC4 act inactive, AI-2 QS modul -14, TRPC4 PAM inactive, MrgX1 antagonist inactive and TRPC6 inh inactive.
Cc1cnc(NC(=O)/C=C/c2ccc(Br)o2)s1 was read as TRPC6 activator inactive, MrgX1 PAM inactive, TRPC4 block inactive, MrgX1 ag inactive, HIF activator 0.6, PolyA inh inactive, TRPC4 act inactive, AI-2 QS modul 3, TRPC4 PAM inactive, MrgX1 antagonist inactive and TRPC6 inh inactive.
CCOc1ccccc1NC(=O)NCCCCc1ccccc1 was read as TRPC6 activator inactive, MrgX1 PAM inactive, TRPC4 block inactive, MrgX1 ag inactive, HIF activator -0.4, PolyA inh inactive, TRPC4 act inactive, AI-2 QS modul 13, TRPC4 PAM inactive, MrgX1 antagonist inactive and TRPC6 inh inactive.
For O=[N+]([O-])c1ccc(/C=N/Nc2ncc(Br)cn2)cc1 the results were TRPC6 activator inactive, MrgX1 PAM inactive, TRPC4 block inactive, MrgX1 ag inactive, HIF activator -0.5, PolyA inh inactive, TRPC4 act inactive, AI-2 QS modul 6, TRPC4 PAM inactive, MrgX1 antagonist inactive and TRPC6 inh inactive.
Screening S=C(NCc1ccccc1Cl)Nc1ccccc1Cl returned TRPC6 activator inactive, MrgX1 PAM inactive, TRPC4 block inactive, MrgX1 ag inactive, HIF activator 0.3, PolyA inh inactive, TRPC4 act inactive, AI-2 QS modul 22, TRPC4 PAM inactive, MrgX1 antagonist inactive and TRPC6 inh inactive.
`COc1cc(OC)cc(C(=O)NCCSCc2ccc(Cl)cc2)c1` gave TRPC6 activator inactive, MrgX1 PAM inactive, TRPC4 block inactive, MrgX1 ag inactive, HIF activator 1.6, PolyA inh inactive, TRPC4 act inactive, AI-2 QS modul 6, TRPC4 PAM inactive, MrgX1 antagonist inactive and TRPC6 inh inactive.
CC1CCCCN1C(=O)CSc1nnc(-c2cccnc2)o1 (stereo not given) was read as TRPC6 activator inactive, MrgX1 PAM inactive, TRPC4 block inactive, MrgX1 ag inactive, HIF activator -0.2, PolyA inh inactive, TRPC4 act inactive, TRPC4 PAM inactive, MrgX1 antagonist inactive and TRPC6 inh inactive.
